Screening results deposited in PubChem BioAssay by several laboratories.
MRP resist rev: compounds reversing MRP-mediated drug resistance. AID 602. 0.04% of 85,000 active. differential viability (reversal), % at 10 µM. H69AR cells + 2 uM doxorubicin, CellTiter-Glo, 72 h;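 active means viability drop by adding the cancer drug above about 55%, with treated viability meeting a 40% cutoff, limit read from the data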;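 further: viability without doxorubicin minus viability with 2 µM doxorubicin for each compound; larger differential means the compound sensitizes cells more to doxorubicin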
NFkB transloc pot: enhances IL-1B driven NFkB nuclear translocation; 0.3% of 94,000 active; HUVEC IL-1B NFkB p65 nuclear translocation imaging; AID 819; activation, % at 2 µM;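 active means activation above 40%, about the mean plus 3 SD, also judged a hit on visual image review; inconclusive means activation above 40% but not a hit on visual review; inactive means activation not above 40% and no visual hit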;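 further: percent activation is computed from the nuclear over cytoplasmic p65 intensity ratio; values of inactives mirror those of a sister screen read the other way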
Bcl-B TR3 displacers: displacers of TR3 peptide from Bcl-B, primary screen, selectivity assay for Bfl-1 inhibitor project, biochemical, fluorescence polarization; FP displacement of FITC-TR3 peptide from Bcl-B; higher % means a stronger effect; displacement, % at 20 µM; hits with a dose series show IC50 in µM; 0.11% of 96,000 active;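 active means displacement above 50% at 20 µM plus a fluorescence interference ratio under 1.5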;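 further: plate controls were wells without compound for no effect and wells lacking Bcl-B protein for full effect; a part of the inactive calls stands beside numbers as strong as those of hits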
PLAP inhibition: PLAP enzyme inhibitors, biochemical, luminescence, HTS (AID 690) | purified PLAP, luminescent substrate; higher % means a stronger effect | one-dose inhibition, % at 20 µM; IC50 in µM for titrated hits | 0.08% of 96,000 active; in the data active means a potency from the dose series; inactive means the rest, 99 in 100 with inhibition below about 30%; further: strong numbers were not always called active
IL1B NFkB inh: blocks IL-1B driven NFkB nuclear translocation in HUVEC cells; HUVEC IL-1B NFkB p65 nuclear translocation imaging; inhibition, % at 2 µM; 0.43% of 94,000 active; AID 796;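 active means inhibition above about 30% together with a positive call from visual inspection of the well image, limit read from the data; inconclusive means inhibition above a set limit but visual check negative; inactive means inhibition not above a set limit, visual check negative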;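 further: nuclear over cytoplasmic p65 intensity ratio measured by imaging; 0% = IL-1B stimulated DMSO wells and 100% = unstimulated DMSO wells; values of inactives mirror those of a sister screen read the other way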
MRP resist rev cytotoxicity: recorded beside MRP resist rev, whose call it bears; viability, %; H69AR cells, CellTiter-Glo, 72 h; measured here: cytotoxicity without doxorubicin
MRP resist rev with doxorubicin: second read-out of MRP resist rev, no call of its own (marks repeat the call); viability, %; measured here: viability with 2 uM doxorubicin; active compounds read low
IL1B NFkB inh cell count 2 µM: further read-out of IL1B NFkB inh, marked with its call; cell count; measured here: cells passing quality filter;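 raw number of nuclei counted in each imaged well without normalization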
NFkB transloc pot cell count 2 µM: further read-out of NFkB transloc pot, marked with its call; cell count; measured here: cells passing quality filter
* marks the source's active call; other numbers are inactive results; ? = inconclusive; / = not tested or not shown.

SMILES	MRP resist rev	MRP resist rev cytotoxicity	MRP resist rev with doxorubicin	NFkB transloc pot	NFkB transloc pot cell count 2 µM	Bcl-B TR3 displacers	PLAP inhibition	IL1B NFkB inh	IL1B NFkB inh cell count 2 µM
COc1cc(C(=O)N2CCC(n3c(C)nc4cc(F)ccc43)CC2)cc(OC)c1OC	-8.7	84.2	93.0	-4.6	106	/	/	4.6	106
COc1cccc(-c2cc(C(=O)NCc3ccco3)no2)c1	10.8	101.3	90.6	0.4	128	0.8%	5.9%	-0.4	128
CCOc1ccc(CC(=O)Nc2c(C(N)=O)oc3ccccc23)cc1OCC	/	/	/	19.3	184	/	/	-19.3	184
O=C(Nc1ccc(F)cc1)N1CCN2C(=O)c3ccccc3C12c1ccccc1 (centres undefined)	11.8	84.0	72.2	12.6	100	4.0%	0.9%	-12.6	100
CC(NCC(O)COCc1cccs1)C1CC2CCC1C2 (centres undefined)	-7.4	77.7	85.1	3.0	141	10.0%	-53.6%	-3.0	141
CS(=O)(=O)c1nc(-c2ccccc2)cc(-c2ccccc2)c1C#N	-0.2	1.5	1.7	23.2	79	4.2%	5.2%	-23.2	79
Cc1cc(NC(=O)c2ccc3c(c2)C(=O)N(CCC(C)C)C3=O)no1	-42.9	39.9	82.8	15.6	132	-7.4%	11.4%	-15.6	132
O=C(c1ccccc1)N1CCN(C(=O)c2ccc(OC(F)(F)F)cc2)CC1	9.0	95.9	87.0	10.2	191	7.7%	-12.9%	-10.2	191
O=C(Nc1cnn(Cc2ccccc2)c1)NC12CC3CC(CC(C3)C1)C2	/	/	/	7.2	164	-1.4%	9.8%	-7.3	164
CCN(CC)c1nc(OC)nc(-n2nnc(C(C)=O)c2C)n1	0.3	89.5	89.2	-2.7	171	-3.8%	-13.5%	2.7	171
CCOC(=O)/C(N=Nc1ccc(F)cc1)=C(/O)c1ccc([N+](=O)[O-])cc1	/	/	/	-5.8	164	-2.0%	31.7%	5.8	164
CC1CC(C)(C)NCc2ccccc21 (centres undefined)	2.6	86.8	84.2	-9.7	123	-22.8%	3.6%	9.7	123
CN(C)S(=O)(=O)c1cccc(C(=O)N(Cc2ccc(F)cc2)Cc2ccco2)c1	16.5	104.2	87.7	-3.0	86	-6.0%	-48.7%	3.0	86
Cc1cc(C)c(S(C)(=O)=O)c(S(=O)c2ccc(Cl)cc2)n1 (centres undefined)	/	/	/	4.8	137	-2.7%	-10.9%	-4.8	137
O=C1CCCC2=C1C1(CCCC1)N=C(Nc1nc3ccccc3o1)N2	16.4	102.5	86.1	/	/	-7.0%	9.3%	/	/
Cc1cc(-n2c(C)cc(C(=O)CN3C(=O)NC4(CCCCC4C)C3=O)c2C)no1 (centres undefined)	-5.1	82.9	88.0	-2.5	97	-7.0%	-38.4%	2.5	97
COc1ccccc1N1CCN(CCc2n[nH]c(=S)n2-c2ccccc2)CC1	14.0	106.5	92.5	/	/	-4.9%	-57.1%	/	/
COc1ccc(NC(=O)c2ccco2)cc1N	-14.5	62.3	76.8	-3.1	201	2.9%	-23.5%	3.1	201
Cc1ccc(N(C(=O)c2ccc3c(c2)OCO3)C2C=CS(=O)(=O)C2)cc1 (centres undefined)	16.6	103.6	87.0	/	/	1.1%	-0.9%	/	/
COc1cccc(NC(=O)C2CCN(S(=O)(=O)c3ccc4c(c3)OCCO4)CC2)c1	/	/	/	1.1	160	-0.1%	-201.4%	-1.1	160
Brc1ccc(-c2nnc3c4ccccc4nc(N4CCOCC4)n23)cc1	/	/	/	8.9	107	7.9%	14.2%	-8.9	107
c1ccc2c(c1)[nH]c1c(N3CCSCC3)ncnc12	-16.9	63.0	80.0	-0.3	117	-4.3%	/	0.3	117
CCc1c(C)sc(NC(=O)c2cc(-c3ccco3)on2)c1C#N	-3.3	86.3	89.6	0.8	100	7.4%	1.2%	-0.8	100
CCC1(C)Cc2ccccc2-c2nc(NCCO)[nH]c(=O)c21 (centres undefined)	1.0	95.2	94.2	-5.1	86	-0.9%	-76.2%	5.1	86

In the list so far, two have a cyano group:
SMILES	MRP resist rev	MRP resist rev cytotoxicity	MRP resist rev with doxorubicin	NFkB transloc pot	NFkB transloc pot cell count 2 µM	Bcl-B TR3 displacers	PLAP inhibition	IL1B NFkB inh	IL1B NFkB inh cell count 2 µM
CS(=O)(=O)c1nc(-c2ccccc2)cc(-c2ccccc2)c1C#N	-0.2	1.5	1.7	23.2	79	4.2%	5.2%	-23.2	79
CCc1c(C)sc(NC(=O)c2cc(-c3ccco3)on2)c1C#N	-3.3	86.3	89.6	0.8	100	7.4%	1.2%	-0.8	100

Carrying on:
SMILES	MRP resist rev	MRP resist rev cytotoxicity	MRP resist rev with doxorubicin	NFkB transloc pot	NFkB transloc pot cell count 2 µM	Bcl-B TR3 displacers	PLAP inhibition	IL1B NFkB inh	IL1B NFkB inh cell count 2 µM
CCCNc1[nH]c(=O)n(C)c(=O)c1N=O	/	/	/	-10.7	112	-5.1%	6.5%	10.7	112
Cc1ccc2c(c1)N(CC(=O)c1cccc(Cl)c1)C(=O)C(C)O2 (centres undefined)	/	/	/	-1.1	169	-22.6%	13.5%	1.1	169
CCc1nc(SCC(=O)Nc2cc(C)on2)c2c(C)c(C)sc2n1	-1.4	90.2	91.6	-6.3	106	-4.1%	20.5%	6.3	106
C/C(=N\NC(=O)Cc1ccccc1)c1cccs1	/	/	/	14.2	161	4.3%	-7.0%	-14.2	161
Cc1cc(OCC(=O)Nc2ccc(S(=O)(=O)N3CCN(C)CC3)cc2)cc(C)c1Cl	8.3	99.9	91.6	0.0	113	-14.2%	-5.6%	0.0	113
CCC1CCCCN1c1nc(-c2cccc(OC)c2O)nc2ccccc12 (centres undefined)	2.4	74.0	71.6	8.2	117	6.5%	-72.6%	-8.2	117
O=C(CSc1nc2c([nH]c3ccccc32)c(=O)n1-c1ccc(F)cc1)NCc1ccco1	3.1	69.0	65.8	-3.7	187	-2.5%	-5.3%	3.7	187
CN1CCN(c2cc(=O)n(-c3ccc(Cl)cc3)c(=O)[nH]2)CC1	-9.1	93.1	102.2	/	/	15.3%	-6.4%	/	/
Fc1ccc(-c2nn3c(C4COc5ccccc5O4)nnc3s2)cc1 (centres undefined)	-13.5	65.2	78.7	-5.7	191	17.6%	9.9%	5.7	191
COc1ccc(NC(=O)CSc2nnc(CN3CCOCC3)n2-c2ccccc2)cc1Cl	13.8	91.1	77.2	2.7	145	0.0%	-61.6%	-2.7	145
CC1(C)CC(=O)c2c(O)cc(O)cc2O1	-0.5	94.0	94.5	-5.7	71	-4.4%	-2.9%	5.7	71
Cc1cc(C)c2c3c(sc2n1)C(c1ccccc1)C(C#N)=C(N)O3 (centres undefined)	/	/	/	2.3	173	7.7%	-0.2%	-2.3	173
C=C1CSc2nc3ccccc3c(=O)n21	4.3	107.1	102.8	7.7	56	-3.6%	1.1%	-7.7	56
Cc1ccccc1NC(=S)Nc1cccc([N+](=O)[O-])c1	/	/	/	6.0	126	-1.7%	7.4%	-6.0	126
S=C(NCCSCc1ccccc1Cl)Nc1ccccc1	/	/	/	-12.9	153	-3.1%	-272.5%	12.9	153
COC(=O)c1ccccc1NC(=O)c1cnn2c(C(F)F)cc(C3CC3)nc12	/	/	/	17.6	149	0.5%	-7.3%	-17.6	149
COc1ccc(OCc2nc(N)nc(Nc3ccc(C)cc3)n2)cc1	-2.6	87.4	90.0	-13.0	148	-14.5%	4.1%	13.0	148
CCOC(=O)N1CCC(NC(=O)Cn2c3c(c(-c4ccccc4Cl)cc2=O)CCC3)CC1	4.1	98.7	94.6	/	/	4.0%	-55.4%	/	/
Cc1csc(NC(=O)CSc2nnnn2C)n1	9.6	87.6	78.0	16.1	105	/	/	-16.1	105
CCOC(=O)c1c(C)[nH]c(C(=O)COC(=O)c2cnc(C)cn2)c1C	6.9	94.7	87.8	18.3	134	-8.9%	-3.0%	-18.3	134
Cc1cc(N2CCN(c3ccccc3Cl)CC2)n2cc(-c3ccccc3)nc2n1	/	/	/	17.0	217	-5.5%	-87.9%	-17.0	217
Cc1cc(NC(=O)c2cnn3cccnc23)n(-c2ccccc2)n1	13.6	74.5	60.9	6.5	130	-1.5%	-11.9%	-6.5	130
CC1OC23CCCCC2C(C#N)(C(=N)O3)C1(C#N)C#N (centres undefined)	-24.4	66.1	90.5	3.1	88	/	/	-3.1	88
Cc1cc(C)cc(-c2nnc(SCC(=O)NCc3cccs3)o2)c1	-2.5	92.9	95.4	-2.0	156	-3.8%	-17.8%	2.0	156
COc1ccc(N2C(=O)CC(Cc3ccccc3)C2=O)cc1 (centres undefined)	1.8	108.0	106.2	-2.2	159	-2.9%	-12.8%	2.2	159
CC(=O)C1=C(O)C(=O)N(Cc2ccco2)C1c1ccc2c(c1)OCO2 (centres undefined)	2.1	103.8	101.7	?	/	1.9%	5.1%	-42.2	148
CCOC(=O)C1CCN(Cc2cnc(Oc3ccc(C(C)(C)C)cc3)s2)CC1	/	/	/	17.4	156	6.1%	-27.4%	-17.4	156
Cc1ccc(N2C(=O)CC(Cn3nc(C)cc3C)C2=O)cc1 (centres undefined)	1.4	102.4	101.1	-1.3	119	-0.2%	8.8%	1.3	119
CCc1ccccc1NC(=O)CSc1nnc([C@@H]2CCCN2C(=O)OC(C)(C)C)o1	0.5	2.1	1.6	-22.1	70	-0.3%	-110.7%	22.1	70
CCOC(=O)C1CCN(C(=O)C(=O)N2CCC(C(=O)OCC)CC2)CC1	14.2	103.5	89.3	-3.8	154	5.3%	-5.8%	3.8	154
CN(NS(=O)(=O)c1ccccc1)c1nc2ccccc2nc1C(F)(F)F	-20.2	64.7	85.0	-8.4	86	10.5%	-19.3%	8.4	86
CC(=O)c1cccc(NC(=O)c2oc(C)nc2C)c1	4.0	91.3	87.4	2.9	86	-8.5%	10.1%	-2.9	86
CC1=CC(C)(C)Nc2ccc(OC(=O)c3cccnc3)cc21	-10.4	2.6	13.0	-22.9	124	-16.8%	3.8%	22.9	124
CCOC(=O)Cn1c(=N)n(Cc2ccccc2F)c2ccccc21	-5.1	100.9	106.0	/	/	-1.2%	20.8%	/	/
O=C1CC(N2CCN(c3nc4ccccc4s3)CC2)C(=O)N1Cc1cccs1 (centres undefined)	0.7	84.1	83.3	22.6	180	-10.3%	-53.4%	-22.6	180
O=C(c1ccc2c(c1)N(Cc1ccccc1)C(=O)c1ccccc1S2)N1CCCC1	-19.4	29.1	48.5	1.7	157	6.5%	-35.3%	-1.7	157
O=c1c2[nH]c3ccc(F)cc3c2ncn1C1CCCCC1	11.9	84.0	72.1	2.2	197	-41.6%	14.4%	-2.3	197
CCOC(=O)c1csc(NC(=O)c2ccc(S(=O)(=O)N(CC)CC)cc2)n1	20.9	89.0	68.0	-14.2	71	/	/	14.2	71
CCOC(=O)c1c2ccc(OCC(=O)N/N=C/c3ccc(C)cc3)cc2n2ccccc12	/	/	/	-5.5	106	27.1%	-22.6%	5.5	106
CCN1CCN(c2c(Cl)cccc2NC(=O)c2ccco2)CC1	8.6	87.3	78.7	-1.8	105	3.4%	-4.2%	1.8	105
CCOc1ccc(C2/C(=C(/O)c3ccc(F)cc3)C(=O)C(=O)N2CCCN(C)C)cc1 (centres undefined)	-9.8	91.8	101.6	0.1	143	-8.7%	-8.7%	-0.1	143
CCn1c(NC(=S)Nc2ccccc2)nc2ccccc21	/	/	/	-6.8	139	2.4%	-2.9%	6.8	139
COCCn1c(SCC(=O)Nc2ncc(C)s2)nc2sc3c(c2c1=O)CCC3	-31.1	49.5	80.6	-5.2	170	0.8%	-12.3%	5.2	170
c1cc2c3c(cccc3c1)NC1(CCCCC1)N2	-7.3	97.0	104.3	1.3	108	/	-23.7%	-1.3	108
COC(=O)CCc1c(C)nn(-c2ccccc2)c1C	-5.8	84.7	90.4	3.5	120	2.6%	-9.4%	-3.5	120
Cc1ccccc1CN(c1ccc(C(=O)N2CCc3ccccc3C2)cc1)S(C)(=O)=O	4.5	79.8	75.3	3.4	158	-13.6%	-40.7%	-3.4	158

Not all compounds are listed. The share of hits here may be higher or lower than overall.
